Screening results from PubChem.
Tau FP inhib = qHTS for Inhibitors of Tau Fibril Formation, Fluorescence Polarization | K18 P301L tau heparin fibrillization, Alexa594 FP, 6 h | Potency, µM (top dose mostly 57.7 µM), without a hit: at the top dose activity, negative = inhibition, usual class: inhibitors | hit rate 0.39% among 280,000 | AID 1468, 2008; also: % is scaled to controls: 0 for no effect and ±100 for the full control effect; nearly all actives have a fitted effect of over 55% in size
Target sequence (P10636 561-689 P618L limits assumed): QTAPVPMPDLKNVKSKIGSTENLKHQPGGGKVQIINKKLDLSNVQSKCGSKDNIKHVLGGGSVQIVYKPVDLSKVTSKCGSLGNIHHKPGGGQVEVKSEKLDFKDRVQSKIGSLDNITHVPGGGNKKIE
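Human tau K18 […] P301L fragment, 15 uM unlabeled plus 0.24 uM Alexa 594-labeled tau (final), with compound and 20 uM heparin in 100 mM sodium acetate pH 7; 6 hr at 37 C, then Alexa 594 FP read.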
Tau fluor cs = Counterscreen qHTS for Inhibitors of Tau Fibril Formation, Fluorescence Polarization | tau K18 P301L Alexa594 fluorescence, heparin fibrillization | Potency, µM (series often up to 57.7 µM), for inactives: at the highest dose activity change, negative = decrease | hit rate 0.93% among 280,000; also: % is scaled to controls: 0 for no effect and ±100 for the full control effect; nearly all actives have a fitted effect of over 55% in size
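Human tau K18 P301L (15 uM unlabeled, 0.24 uM Alexa 594-labeled) in 100 mM sodium acetate pH 7 with 20 uM heparin, 6 hr at 37 C. ThT 30 uM added, 1 hr ambient; Alexa 594 FP and total fluorescence read at 555/632 nm.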
Tau fibril ThT = qHTS for Inhibitors of Tau Fibril Formation, Thioflavin T Binding. Potency, µM (titrated, usually from 57.4 µM), for inactives: at the top dose activity, negative = inhibition, actives largely listed as inhibitors. AID 1460, 2008. hit rate 2.1% among 270,000. Microtubule-associated protein tau (Homo sapiens), P10636. recombinant tau K18 P301L (four-repeat tau fragment), heparin-induced fibrillization, ThT fluorescence; also: % is scaled to controls: 0 for no effect and ±100 for the full control effect; nearly all actives have a fitted effect of over 55% in size
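In this qHTS, human K18 P301L tau is incubated with compound and heparin for 6 hr at 37 C, and Thioflavin T fluorescence then reports fibril load.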
HTT cytoprotect = qHTS Multiplex Assay to Identify Dual Action Probes in a Cell Model of Huntington: Cytoprotection (ATP) | PC12 HTT-Q103 induced, cytoprotection, ATP luminescence, 40 h | hit rate 0.14% among 230,000 | Potency, µM (series often up to 56.4 µM), for inactives: cytoprotection (ATP increase), usual class: activators;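 also: % of control where 0% means no effect; nearly all actives have a fitted effect of over 45% in size; toxic huntingtin expression switched on by the ecdysone agonist tebufenozide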
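Stable PC12 Q103-GFP cells in serum-supplemented, phenol red-free DMEM; induction by tebufenozide at 100 nM final; compound dose series; cell viability quantified luminescently from ATP.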
L3MBTL1 inh = qHTS Assay for the Inhibitors of L3MBTL1 | Lethal(3)malignant brain tumor-like protein 1 (Homo sapiens), Q9Y468 | AlphaScreen L3MBTL1–H3K9me1 peptide binding | Potency, µM (titrated, usually from 57.1 µM), without a hit: at the highest dose activity, negative = inhibition, actives largely listed as inhibitors | hit rate 0.66% among 230,000 | AID 485360, 2010; also: % is scaled to controls: 0 for no effect and ±100 for the full control effect; nearly all actives have a fitted effect of over 60% in size
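AlphaScreen assay: L3MBTL1 (50 nM final) was preincubated 30 min at room temperature with biotinylated H3(1-15)K9me1 peptide (75 nM final), then 30 min with library compounds; streptavidin donor and nickel chelate acceptor beads (10 ug/mL final) added, 30 min dark.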
RECQ1 helicase = qHTS Assay for Inhibitors of RecQ-Like Dna Helicase 1 (RECQ1); AID 2549, 2010; RECQ1 DNA unwinding, red fluorescence kinetic read; Potency, µM (series often up to 57.3 µM), without a hit: at the highest dose activity, negative = inhibition, actives largely listed as inhibitors; hit rate 0.54% among 240,000; ATP-dependent DNA helicase Q1 (Homo sapiens), P46063;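 also: plate controls were vehicle for no effect and no enzyme for full effect; nearly all actives have a fitted effect of over 30% in size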
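RECQ1T1 50 nM; forked duplex (20 bp + 30-nt ss tails) 200 nM, ATP 2 mM final; pH 8.0, 2 mM MgCl2, 2.5 ug/ml poly(dI-dC); 15 min compound preincubation; discontinuous kinetic read over 2 h at RT.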
TRb-SRC2 inh = qHTS for Inhibitors of the Interaction of Thyroid Hormone Receptor and Steroid Receptor Coregulator 2. Thyroid hormone receptor beta (Homo sapiens), P10828. TRbeta-SRC2 peptide binding, fluorescence polarization; receptor liganded with 1 µM T3. Potency, µM (top dose mostly 106 µM), without a hit: at the top dose activity change, negative = inhibition, usual class: inhibitors. hit rate 0.065% among 280,000;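 also: plate controls were bound peptide for no effect and peptide without receptor for full effect; nearly all actives have a fitted effect of over 50% in size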
Target sequence (P10828 whole entry, looked up): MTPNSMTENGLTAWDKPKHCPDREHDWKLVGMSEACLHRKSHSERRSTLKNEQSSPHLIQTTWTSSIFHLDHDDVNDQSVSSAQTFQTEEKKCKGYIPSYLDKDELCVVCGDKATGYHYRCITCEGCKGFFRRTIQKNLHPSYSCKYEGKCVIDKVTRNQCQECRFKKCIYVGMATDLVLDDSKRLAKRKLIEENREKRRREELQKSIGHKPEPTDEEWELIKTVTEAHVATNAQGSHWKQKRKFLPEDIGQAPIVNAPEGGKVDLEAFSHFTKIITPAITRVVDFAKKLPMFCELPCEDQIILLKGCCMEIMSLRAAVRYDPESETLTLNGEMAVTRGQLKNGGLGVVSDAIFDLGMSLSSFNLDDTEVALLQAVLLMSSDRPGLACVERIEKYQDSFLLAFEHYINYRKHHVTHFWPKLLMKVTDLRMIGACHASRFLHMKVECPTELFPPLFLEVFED
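Quantitative HTS by FP: 0.6 uM TRb LBD, 20 nM labeled SRC2 20-mer, 1 uM T3, 5% DMSO; 5 hr ambient incubation; % activity per concentration and potencies from concentration series.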
TexasRed fluor = Total Fluorescence Counterscreen for Inhibitors of the Interaction of Thyroid Hormone Receptor and Steroid Receptor Coregulator 2; TRb/SRC2 Texas Red total fluorescence interference; Potency, µM (doses to about 106 µM), for the others: top-dose fluorescence change, negative = quenching; hit rate 0.29% among 280,000; active = well fitted curve in either direction with a large enough effect; inconclusive = small, poorly fitted or top-dose-only effect; also: % is scaled to controls: 0 for no effect and ±100 for the full control effect
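Human TRb ligand-binding domain at 0.6 uM with 20 nM Texas Red SRC2 peptide in Tris buffer containing 1 uM T3 and 5% DMSO, incubated with compound 5 h at ambient temperature. Total fluorescence (555/632 nm) calculated as parallel + 2 × perpendicular.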
The depositor's hits bear a star; i = inactive; ? = inconclusive; . = no result given; & = joins results of further samples; [ ] = dose if it differs, or a comment. Unless noted, calls follow the shape of the dose curve; as a rule, active = well fitted curve in the direction sought with a large enough effect; inconclusive = small, poorly fitted or top-dose-only effect, or another doubt; inactive = no such curve, though single readings can be large; an effect the other way counts as inactive or inconclusive. Potency is read from the fitted curve at half-maximal effect. An excerpt; count on the stated rates, not on these rows.

canonical_smiles,Tau fibril ThT,TexasRed fluor,HTT cytoprotect,Tau FP inhib,L3MBTL1 inh,RECQ1 helicase,Tau fluor cs,TRb-SRC2 inh
COc1ccc(OC)c(C(=O)c2coc3ccc(OCC(=O)O)cc23)c1,-13.6%,-0.3%,-2.7%,2.2%,.,-7.7%,-3.2%,-1.6%
COC(=O)c1c(C)[nH]c(C(=O)C(C)Sc2nnc(-c3cc(OC)c(OC)c(OC)c3)o2)c1C (centres undefined),-7.3%,-0.4%,-0.8%,-3.3%,-7.7%,-1.8%,-8.1%,3.1%
Cc1ccccc1-n1nc2c(c1NC(=O)c1cc3ccccc3oc1=O)CS(=O)(=O)C2,-8.2%,-3.8%,-14.9%[0.074 µM],-7.1%,-2.0%,-0.8%,-6.8%,-16.1%
CCOC(=O)n1c(O)c(N=NC(N)=S)c2cc(C)ccc21,3.5%,-1.6%,-5.5%[10 µM],?,3.4%,-13.1%,2.2%,0.6%
Cc1ccc(C)c(Nc2cc(C(=O)NCc3cccnc3)c3ccccc3n2)c1,-15.6%,0.5%,11.5%[10 µM],-3.6%,4.6%,-2.4%,?,0.8%
Cc1cc(Br)ccc1NC(=O)c1ccccc1-c1ccccc1,-12.4%,-0.3%,16.6%[10 µM],-3.0%,21.3%,-17.7%,-17.6%,-11.3%
CCN(CC)C(=O)c1sc2nc(-c3cccs3)cc(-c3ccc(Cl)cc3)c2c1N,?,0.8%,-11.0%,1.1%,-3.6%,-11.4%,-16.0%,-0.1%
COc1ccc([N+](=O)[O-])cc1NC(=O)C(C)OC(=O)/C=C/c1ccco1 (centres undefined),-7.5%,-1.4%,-40.4%[10 µM],-0.8%,-5.4%,-5.0%,-11.6%,5.9%
CCOc1cc(CNC(=O)NC2COc3ccc(OC)cc3C2)cc(OCC)c1OCC (centres undefined),-11.4%,-1.1%,.,-2.6%,.,.,-17.7%,3.4%
CCC1CN(C(=O)N2CCC(C(=O)NCCCc3ccccc3)CC2)c2ccccc2O1 (centres undefined),-19.0%,-0.7%,.,13.4%,.,.,8.91µM*[quencher],0.2%
O=C(NCc1ccccc1)[C@@H]1C[C@H]1[C@@H](NP(=O)(c1ccccc1)c1ccccc1)c1ccccc1,-8.6%&-15.0%,0.0%&-1.0%,-0.4%,-6.0%&8.8%,-2.0%,2.3%&-1.2%,-2.5%&0.2%,-3.5%&6.2%
Nc1nonc1C(=O)NCCNCc1cc(Br)ccc1OCc1ccc(F)cc1,-6.9%,0.3%,-36.2%,-6.1%,-1.9%,-9.9%,-7.1%,9.4%
CN(CC(O)COCc1ccc2c(c1)OCO2)C1CCCCC1 (centres undefined),7.7%,0.2%,10.5%[10 µM],-0.5%,6.6%,8.7%,6.7%,-4.8%
C/C(=N\NC(=O)Cn1c(-c2ccccn2)nc2ccccc21)c1ccccc1,0.0%,-0.8%,5.0%[0.074 µM],1.4%,-15.1%,-0.6%,6.5%,4.2%
NC(=O)COC(=O)c1cc(S(=O)(=O)N2CCOCC2)ccc1N1CCCCC1,-1.1%,-2.0%,-21.2%,-0.1%,5.9%,-4.5%,-4.1%,7.5%
O=C(NCC1CCCO1)C(c1ccc(F)cc1)N(CC1CCCO1)C(=O)c1ccc(-c2ccccc2)[nH]1 (centres undefined),?,-0.9%,-1.1%[10 µM],2.9%,-14.2%,i,-9.8%,-0.3%
Cc1cc2nc(-c3ccc(SCc4ccc(C(=O)O)cc4)nc3)[nH]c2cc1C,-9.1%,-0.8%,1.4%[10 µM],-7.9%,-3.0%,-7.9%,-8.6%,-0.4%
CC1(C)CC(=O)C(N=Nc2ccc(Cl)cc2)=C(O)C1,-2.4%,0.3%,-6.8%[10 µM],-1.2%,-3.5%,-1.9%,2.1%,0.0%
Cc1ccc(C)c(OCCCCCn2ccnc2)c1,-10.4%,-4.8%,8.6%,7.1%,-6.8%,-5.0%,-7.4%,0.9%
Cc1cc[n+](-c2nc3ccccc3nc2[N-]S(=O)(=O)c2cccs2)cc1C,-14.2%,-4.1%,10.4%[10 µM],?,-0.7%,-24.6%,-7.7%,2.0%
COc1cc(C2C3C(=O)N(c4ccccc4)C(=O)C3ON2c2ccccc2)ccc1O (centres undefined),3.6%,-3.6%,-3.4%,6.3%,5.4%,-3.5%,-0.4%,2.9%
COc1cc(CNC(=O)CCCCCCC(C)C)ccc1O,-10.4%&-6.5%,-0.8%&0.0%,-23.3%[1.9 µM],9.6%&3.8%,1.3%,-1.3%&-0.8%,-22.2%&-16.6%,-0.7%&-3.9%
COC(=O)c1sccc1S(=O)(=O)N(CC(=O)NCc1ccc(C)cc1)c1ccc(Cl)cc1,2.6%,-8.0%,.,2.6%,.,.,0.1%,1.1%
Clc1ccc(-c2nc(N3CCCCC3)nc3ccccc23)cc1,-0.5%,-9.6%,29.0%[10 µM],-1.1%,80.0%[activator],-4.8%,-0.6%,-2.5%
CCOc1cc(C2C3=C(CCCC3=O)Nc3ccc4ncccc4c32)ccc1O (centres undefined),-3.9%,-1.7%,-48.2%[inhibitor],-6.2%,.,i,-7.3%,-5.9%
CC(=O)Nc1cn(C(C)=O)c(C)n1,8.5%,0.8%,4.1%,0.7%,25.1%[11.4 µM],-1.4%,7.6%,3.1%
CCOc1ccc(NC(=O)c2c(NC(=O)c3cccs3)sc3c2CCC(C(C)(C)C)C3)cc1 (centres undefined),8.8%,-1.8%,.,?,.,.,-4.7%,8.5%
CCc1nc(NC2CCCCC2)c(C#N)c2c1COC(C)(C)C2,-7.6%,2.7%,3.2%,1.4%,-1.9%,i,-2.1%,-3.9%
CSc1ccc(Cl)c(C(=O)OCC(=O)N2CC(C)OC(C)C2)c1 (centres undefined),1.2%,-1.5%,-16.9%[10 µM],-15.0%,.,i,-6.6%,-14.3%
O=C(COC(=O)c1cccc(S(=O)(=O)NCc2ccccc2)c1)c1ccccc1,-17.0%,-2.1%,8.7%[10 µM],-3.8%,5.7%,i,?,-3.4%
CSc1nc2[nH]c3c(c2c2ncnn12)CCCC3,0.7%,-2.7%,5.0%[10 µM],8.0%,-7.8%,-14.6%,-0.1%,0.0%
Cc1nc(Nc2ccccc2)sc1-c1ccccc1,?,-1.9%,-35.4%[10 µM],12.4%,-10.0%,-6.2%,7.94µM*[quencher],6.3%
COc1ccc(CCNc2oc(Cc3ccccc3)nc2C#N)cc1OC,-16.9%,-1.5%,-8.6%,2.7%,.,i,-24.6%,-8.9%
Cc1cc(C)cc(-n2nnnc2-c2cn(C)nc2C(F)(F)F)c1,10.6%,-3.6%,3.9%,-0.9%,5.2%,-32.5%,-6.5%,7.0%
CCN(CC)CC#CCC(O)(c1ccccc1)C1CCCCC1 (centres undefined),4.6%,-1.4%,1.7%[10 µM],8.1%[2.34 µM],8.6%,15.1%,-2.8%[2.34 µM],-6.1%
COc1ccc(N2CC(C(=O)Nc3ccc(NC(C)=O)cc3)CC2=O)cc1 (centres undefined),-5.3%,-5.0%,.,4.7%,.,.,0.4%,-6.8%
CC(C)C(Nc1ccc(S(=O)(=O)N2CCOCC2)cc1[N+](=O)[O-])C(=O)O (centres undefined),-13.3%,0.1%,?,0.7%,-4.1%,-1.5%,-2.5%,-3.9%
O=C(CCSCCC(=O)NCc1ccccc1)NCc1ccccc1,-9.7%,0.5%,6.9%,6.6%,.,-13.8%,-0.7%,0.3%
CC(C)(CO)NCC(O)Cn1cc(C=O)c2ccccc21 (centres undefined),-0.6%,1.9%,8.6%,0.5%,15.9%,-3.7%,-0.9%,-8.2%
CC(C)c1cnc2c(c1SCC(=O)c1ccccc1)c(=O)n(C)c(=O)n2C,2.8%,-1.9%,.,1.6%,.,.,-1.8%,-9.0%
CSc1nnc2c(n1)OC(C)N(C(=O)c1ccccc1)c1ccccc1-2 (centres undefined),4.4%,-2.9%,-26.6%,-2.4%,1.9%,-1.0%,3.5%,1.4%
O=C(NCC1CCCO1)c1onc(CSc2ccccc2)c1C(=O)O (centres undefined),-1.7%,-3.7%,-1.7%,-3.1%,4.8%,-2.1%,1.9%,-10.3%
Cc1ccc(SC(=O)COc2ccccc2C)cc1,?,0.1%,14.1%,8.2%,.,-9.6%,3.0%,0.8%

Sorted by SMILES length (highest first): part of the list above
canonical_smiles,Tau fibril ThT,TexasRed fluor,HTT cytoprotect,Tau FP inhib,L3MBTL1 inh,RECQ1 helicase,Tau fluor cs,TRb-SRC2 inh
CSc1nnc2c(n1)OC(C)N(C(=O)c1ccccc1)c1ccccc1-2 (centres undefined),4.4%,-2.9%,-26.6%,-2.4%,1.9%,-1.0%,3.5%,1.4%
Cc1cc(C)cc(-n2nnnc2-c2cn(C)nc2C(F)(F)F)c1,10.6%,-3.6%,3.9%,-0.9%,5.2%,-32.5%,-6.5%,7.0%
CC(C)(CO)NCC(O)Cn1cc(C=O)c2ccccc21 (centres undefined),-0.6%,1.9%,8.6%,0.5%,15.9%,-3.7%,-0.9%,-8.2%
